# HepG2 tox: counter-screen for TGF-b inhibitors: cytotoxicity in HepG2 cells; 410,000 compounds, 0.76% hits; Potency, µM (series often up to 46.1 µM), without a hit: at the highest dose activity change, negative = cytotoxicity, actives largely listed as cytotoxic; HepG2 CAGA-GFP viability, ATP luminescence, 18 h; further: potency means the concentration at half of the fitted maximal effect; some results filed as inactive show a strong effect at the top dose
#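 HepG2 CAGA-GFP cells (1000/well, DMEM with 1% FBS) received compound, then TGF-beta at 500 pg/mL final, and were incubated 18 hours at 37 degrees C. Viability was read by CellTiter-Glo luminescence. Media-only wells were set as complete cell-killing and DMSO as no toxicity.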
# TGFb SMAD3 inh: TGF-b pathway inhibition; HepG2 CAGA-GFP TGF-b/SMAD3 reporter, GFP fluorescence, 18 h; TGF-beta stimulated, 500 pg/mL final; Potency, µM (highest dose often 46.1 µM), for inactives: at the highest dose activity, negative = inhibition, most hits filed as inhibitors; 410,000 compounds, 1.2% hits; AID 588855; further: potency means the concentration at half of the fitted maximal effect; on the % scale 0 is the no-effect control and ±100 the full control effect; nearly all actives have a fitted effect of over 65% in size
#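 TGF-beta reporter screen: HEPG2 CAGA-GFP, 1% FBS, 500 pg/mL TGF-beta final, 18 h; per-cell GFP summed per well; curves fitted and categorized by class.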
# CCT modulator: changes cytosolic chaperonin activity; purified chaperonin ATPase assay, HTRF ADP detection, 30 min; activity change, % (test concentration not listed), hits read low; 360,000 compounds, 0.3% hits; AID 651819; in the data active means activity change below about -30%; further: on the % scale 0 is the no-effect control and ±100 the full control effect
#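 ATPase activity: ADP formed was measured by HTRF Transcreener (665/615 nm ratio) after 30 min at 37 deg C with 10 uM ATP. Compounds screened at one 76 uM concentration against 40 or 20 nM TRiC in Tris pH 7.4/KCl/MgCl2/DTT buffer.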
# Nrf2 inh: inhibitors of Nrf2 signaling; Potency, µM (series often up to 46 µM), for inactives: at the highest dose activity change, negative = inhibition, usual class: inhibitors; A549 ARE-Fluc reporter, luciferase luminescence, 18-24 h; 360,000 compounds, 2.1% hits; further: potency means the concentration at half of the fitted maximal effect; on the % scale 0 is the no-effect control and ±100 the full control effect; nearly all actives have a fitted effect of over 60% in size
#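 A549 ARE_Fluc cells, 5000/well, 5% FBS OPTI-MEM; compounds in dose-response, 18-24 h at 37 °C/5% CO2; CellTiter-Fluor viability read (Ex 405/Em 525), then BugLite luciferase luminescence = Nrf2 activity.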
# A549 viability: counter-screen for Nrf2 inhibitors: cytotoxicity in A549 cells; A549 ARE-Fluc cells, CellTiter-Fluor viability, 18-24 h; Potency, µM (highest dose often 46 µM), without a hit: at the top dose activity change, negative = cytotoxicity, usual class: inhibitors; 390,000 compounds, 0.16% hits; AID 504648; further: potency means the concentration at half of the fitted maximal effect; on the % scale 0 is the no-effect control and ±100 the full control effect
#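 A549 ARE_Fluc cells in 5% FBS OPTI-MEM were exposed to compounds in concentration-response for 18-24 h at 37 deg C. Viability was read by CellTiter-Fluor fluorescence (Ex 405/Em 525) after 30 min, before the luciferase read.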
# Mm-Cpn inhibitor: M. maripaludis TRiC chaperonin inhibition; 330,000 compounds, 0.031% hits; Potency, µM (highest dose often 76.9 µM), for inactives: at the top dose activity, negative = inhibition, actives largely listed as inhibitors; purified Mm-Cpn ATPase, ADP Transcreener TR-FRET; further: potency means the concentration at half of the fitted maximal effect; on the % scale 0 is the no-effect control and ±100 the full control effect; nearly all actives have a fitted effect of over 80% in size
#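 ATP (10 uM final) was added to archaeal chaperonin (25 nM final) after 10 min exposure to test compound at 37°C; after 30 min further incubation, ADP was detected by competitive TR-FRET.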
# Akt phos inh: inhibitors of Akt phosphorylation; activity change, % for hits at 50 µM; AID 651550; 360,000 compounds, 0.32% hits; Neuro2A IGF-stimulated pAkt S473 HTRF, 20 min; stronger effect = lower value; in the data active means activity change below about -80%; inconclusive means mostly about -51% to -80%; further: on the % scale 0 is the no-effect control and ±100 the full control effect
#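 Neuro2A cells in DMEM with 0.5% FBS, overnight at 37 deg C, given compound at single 50 µM final, then IGF (6 nM final) for 20 min at 37 deg C. Lysed; phospho-Akt Ser473 by HTRF after 24 h, 665/615 ratio.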
# Nrf2 ARE act: activates Nrf2 signaling. AREc32 ARE-luciferase reporter (MCF7-derived line), luminescence, 24 h. Potency, µM (top dose mostly 46.1 µM), inactives show top-dose activation, actives largely listed as activators. 410,000 compounds, 0.31% hits; further: potency means the concentration at half of the fitted maximal effect; % of control where 0% means no effect; nearly all actives have a fitted effect of over 65% in size
#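 Cells of the AREc32 ARE-luciferase line are plated in OPTI-MEM containing 5% FBS and left overnight at 37 deg C. Compounds are pinned in, incubation continues 24 hr, and firefly luciferase signal is then measured.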
# Abeta yeast res: restores growth of yeast expressing A-beta42 peptide; 410,000 compounds, 0.063% hits; yeast expressing A-beta42, growth rescue, OD600, 48 h; response scale: 0% DMSO, 100% iron-clioquinol control; Potency, µM (highest dose often 46.1 µM), inactives show top-dose growth rescue, most hits filed as activators; further: potency means the concentration at half of the fitted maximal effect; nearly all actives have a fitted effect of over 55% in size
#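 Growth rescue measured by 600 nm absorbance after 48 h yeast culture at 30 C with compound. Values normalized between DMSO and an equimolar ferric chloride plus clioquinol control.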
# Active calls of the source: *; i = inactive; ? = inconclusive; · = not tested or not shown; [ ] = another dose, or the depositor's remark. Unless noted, the call rests on the fitted dose curve; in most records, active means well fitted curve in the direction sought with a large enough effect; inconclusive means small, poorly fitted or top-dose-only effect, or another doubt; inactive means no such curve, though single readings can be large; an effect the other way counts as inactive or inconclusive. A portion of the library; the hit share may differ from the screen's.
# Start of the listing, in advance, eight compounds:
SMILES,HepG2 tox,TGFb SMAD3 inh,CCT modulator,Nrf2 inh,A549 viability,Mm-Cpn inhibitor,Akt phos inh,Nrf2 ARE act,Abeta yeast res
Cc1nc2ccccc2n1C1CCN(Cc2nnnn2CCc2ccccc2)CC1,-20%,8%,-1.8,?,-5%,0%,i,2.5%,9%
CC1=CC(=C2C(=O)NC(=S)NC2=O)C=C(C(F)(F)F)N1Cc1ccccc1,0%,-16%,-3.0,?,15µM*,-4%,i,0.4%,-7%
CC(Cc1cccs1)NCc1ccccc1 (configuration not stated),7%,1%,-5.5,-4%,-6%,2%,i,-0.2%,8%
O=C(Nc1ccccc1)OC1CN=C(N[N+](=O)[O-])NC1 (configuration not stated),3%,2%,-0.5,3%,1%,-1%,i,0.3%,-6%
COc1cccc(-n2c(/C=C/c3ccc(O)c(O)c3)nc3ccccc3c2=O)c1,-4%,88%[activator],-1.7,-8%,-2%,0%,i,17%,1%
O=C(COc1ccc2ccccc2c1)N1CCN(Cc2ccncc2)CC1,5%,-15%,-1.7,-3%,-4%,-3%,i,0.1%,-2%
CN(C)C(=O)Oc1ccc([N+](=O)[O-])cc1,5%,-4%,0.7,16%,-1%,-1%,i,-0.4%,-16%
O=C1NCN(c2ccccc2)C12CCN(C(c1cccc3ccccc13)c1nnnn1C1CCCCC1)CC2 (configuration not stated),1%,?,1.2,·,·,·,i,-0.2%,-8%

# The list itself, from the first entry:
SMILES,HepG2 tox,TGFb SMAD3 inh,CCT modulator,Nrf2 inh,A549 viability,Mm-Cpn inhibitor,Akt phos inh,Nrf2 ARE act,Abeta yeast res
Cc1nc2ccccc2n1C1CCN(Cc2nnnn2CCc2ccccc2)CC1,-20%,8%,-1.8,?,-5%,0%,i,2.5%,9%
CC1=CC(=C2C(=O)NC(=S)NC2=O)C=C(C(F)(F)F)N1Cc1ccccc1,0%,-16%,-3.0,?,15µM*,-4%,i,0.4%,-7%
CC(Cc1cccs1)NCc1ccccc1 (configuration not stated),7%,1%,-5.5,-4%,-6%,2%,i,-0.2%,8%
O=C(Nc1ccccc1)OC1CN=C(N[N+](=O)[O-])NC1 (configuration not stated),3%,2%,-0.5,3%,1%,-1%,i,0.3%,-6%
COc1cccc(-n2c(/C=C/c3ccc(O)c(O)c3)nc3ccccc3c2=O)c1,-4%,88%[activator],-1.7,-8%,-2%,0%,i,17%,1%
O=C(COc1ccc2ccccc2c1)N1CCN(Cc2ccncc2)CC1,5%,-15%,-1.7,-3%,-4%,-3%,i,0.1%,-2%
CN(C)C(=O)Oc1ccc([N+](=O)[O-])cc1,5%,-4%,0.7,16%,-1%,-1%,i,-0.4%,-16%
O=C1NCN(c2ccccc2)C12CCN(C(c1cccc3ccccc13)c1nnnn1C1CCCCC1)CC2 (configuration not stated),1%,?,1.2,·,·,·,i,-0.2%,-8%
C=CCn1c(O)c(C(C)=O)c(=O)[nH]c1=O (tested in a mixture with another compound),2%,11%,0.2,4%,7%,2%,i,-0.8%,-3%
CC1=NN(Cc2c[nH]c3ccccc23)C(C)(C)C1,19%,8%,0.0,12%,-2%,-6%,i,3.1%,?
CCOP(=O)(OCC)c1cc(CC)ccc1O,18%,-1%,-0.6,-1%,-3%,0%,i,-0.6%,3%
Cc1nc2c(c(=O)[nH]1)C(c1ccc([N+](=O)[O-])cc1)c1c(c3ccccc3oc1=O)O2 (configuration not stated),2%,24%,-2.1,-5%,0%,-3%,i,0.3%,5%
CC(C)NS(=O)(=O)c1ccc(OCC(=O)N2CCN(Cc3ccccc3)CC2)c(Cl)c1,-17%,-7%,-1.8,-28%,-1%,-1%,i,0.1%,11%
O=c1c2ccccc2nc(/C=C/c2ccccc2)n1-c1ccccc1F,-20%,?,·,·,-2%,·,·,4.2%,-6%
CSc1ccc(C(=O)C(C)(C)N2CCOCC2)cc1,-9%,-1%,-0.7,-3%,-4%,-1%,i,0.2%,26%
NP(=O)(Oc1ccc(Cl)cc1)Oc1ccc(Cl)cc1,-31%,-8%,-0.8,20%,12%,-3%,i,0.1%,?
O=C(C1c2ccccc2C(=O)N2CCc3ccccc3C12)N1CCC2(CC1)OCCO2 (configuration not stated),-15%,-4%,-2.6,13%,5%,2%,i,-0.6%,5%
O=C(c1ccc2c(c1)N(Cc1ccccc1)CCS2)N1CCC2(CC1)OCCO2,-3%,8%,-19,-7%,-2%,-6%,i,0.0%,-31%[inhibitor]
COC(=O)NC(=S)Nc1ccccc1NC(=S)NC(=O)OC,0%,-4%,-2.8,-19%,0%,·,·,5.5%,-17%
Cc1cc(C(=O)NP(=O)(N2CCOCC2)N2CCOCC2)c(C)n1C1CC1,-5%,4%,-1.7,-5%,-1%,1%,i,0.3%,-5%
Nc1ccc(CCN2CCN(c3cccc(C(F)(F)F)c3)CC2)cc1,-41%,-20%,-2.4,?,-9%,·,i,4.2%,-24%
Cc1cc(C(=O)CN2C(=O)c3ccccc3C2=O)c(C)n1C1CC1,6%,-8%,2.0,?,3%,0%,·,-0.2%,9%
Cc1nn(Cc2ccccc2Cl)c(Cl)c1C(=O)OC(C(=O)NC(N)=O)C(C)C (configuration not stated),-12%,9%,-0.7,?,5%,-1%,i,-0.6%,7%
Cc1cc(C=C2C(=O)N(C)C(=S)N(C)C2=O)c(C)n1C1CCCC1,-24%,-3%,0.3,2%,6%,-2%,i,1.5%,12%
Clc1ccc(N2CCN(Cc3ccccc3Cl)CC2)cc1,1%,-21%,0.5,?,-3%,-4%,i,-0.1%,8%
COc1ccc(F)cc1C(=O)C1CCCN(Cc2ccc(O)cc2)C1 (configuration not stated),-9%,15%,-6.0,-5%,-10%,1%,i,-0.1%,6%
COc1ccc(NC(=O)c2cccn(Cc3ccc(Cl)cc3)c2=O)c(OC)c1,-26%,-15%,·,·,-12%,·,·,4.3%,-16%
CN1CCN(c2ccc(N)cc2)CC1,0%,?,-0.3,17%,-8%,-1%,i,0.3%,-3%
COc1cc(C(=O)NCCSc2c(-c3ccccc3)[nH]c3ccccc23)cc(OC)c1OC,-14%,?,·,-14%[9.27 µM],-9%,·,·,5.6%,-3%
O=C(NCC1=C(c2cccc3ccccc23)C[C@@H]2CC[C@H]1N2Cc1ccco1)c1cccs1,-51%,?,0.9,·,·,·,i,-1.7%,4%
CCCn1nc2ccccc2c1P(=O)(N1CCOCC1)N1CCOCC1,12%,?,-0.3,3%,-5%,0%,i,-0.6%,14%
O=C1CCC2(O)C3Cc4ccc(O)c5c4C2(CCN3Cc2ccoc2)C1O5 (configuration not stated),-23%,-14%,0.6,·,·,·,i,1.3%,0%
COP(=O)(OC)C(NS(=O)(=O)c1ccccc1)C(Cl)(Cl)Cl (configuration not stated),-42%,-21%,-1.5,8%,-3%,2%,i,0.0%,-2%
CCOC(=O)[C@]12Cc3cc4ccccc4cc3[C@H]1N(Cc1ccccc1)C(=O)c1cc(OC)ccc12,·,·,0.3,·,·,·,i,-3.6%,-74%[inhibitor]
CCN(CC)C(=O)c1ccc(NC(=O)c2cn(-c3ccccc3)nc2-c2ccc(OC)cc2)cc1,4%,5%,-0.1,?,1%,-4%,i,-0.9%,-4%
COc1ccc(C)cc1NC(=O)c1c(C)nn(Cc2ccccc2)c1Cl,2%,-23%,-1.8,?,-7%,2%,i,0.2%,-6%
O=c1c2ccccc2nc(-c2ccccc2)n1-c1cccnc1,-8%,-6%,-3.0,-16%,6%,2%,i,-0.7%,11%
CCNC(=O)NC(=O)C(C)OC(=O)c1c(C)nn(Cc2ccccc2Cl)c1Cl (configuration not stated),-27%,-6%,-2.3,?,0%,-1%,i,3.0%,15%
CCC(C)N1CCN(C(=O)COc2ccc3ccccc3c2)CC1 (configuration not stated),-12%,-6%,0.2,16%,-1%,1%,i,-0.6%,4%
CCCCCCn1c(O)c(C=NC2CCCCC2N)c(=O)[nH]c1=O (configuration not stated),-1%,0%,1.0,-35%,16%,-2%,i,0.1%,2%
COC(=O)C(C)NC(=S)N1CC2C[C@@H](C1)Cn1c2cccc1=O (some centres not stated),-4%,-9%,0.0,-2%,7%,-1%,i,0.9%,2%
O=C(CN1CCCCC1)c1cccc(Br)c1,-3%,-4%,-3.7,-6%,-6%,2%,i,0.3%,-12%
CCc1ccccc1N1C(=O)NC(=O)/C(=C\c2cc(C)n(C)c2C)C1=O,19%,6%,0.2,4%,-8%,1%,i,-0.2%,-15%
O=C1CC(C(=O)N2CCC3(CC2)OCCO3)CN1CCc1ccccc1 (configuration not stated),0%,-7%,0.5,20%,-3%,2%,i,-0.4%,2%
CCC(=O)CC(c1ccccc1)c1c(O)c2ccccc2sc1=O (configuration not stated),-1%,8%,0.7,11%,-8%,-4%,i,0.3%,-24%
CCCCCn1c(Sc2ccccc2)nc2c1c(=O)[nH]c(=O)n2C,-13%,-12%,-2.6,?,1%,2%,i,-0.3%,-15%
Cn1c(=O)oc2cc(S(=O)(=O)N3CCCC(C(=O)NCc4ccccc4Cl)C3)ccc21 (configuration not stated),4%,-3%,·,1%,-4%,·,·,-1.2%,-2%
Cc1ccc2c(Cl)cc(Cl)c(O)c2n1,-30%,13µM*,-1.6,-11%,1%,·,i,?,18%
